# A549 viability = kills or reduces viability of A549 cells in Nrf2 counter-screen; A549 ARE-Fluc cells, CellTiter-Fluor viability, 18-24 h; Potency, µM (titrated, usually from 46 µM), for inactives: at the top dose activity change, negative = cytotoxicity, usual class: inhibitors; actives 0.16% (n = 390,000); note: potency is the fitted concentration of half-maximal effect; % is set by controls: 0 for no effect and ±100 for the full control effect
#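 A549 ARE_Fluc cells in 5% FBS OPTI-MEM were exposed to compounds in concentration-response for 18-24 h at 37 deg C. Viability was read by CellTiter-Fluor fluorescence (Ex 405/Em 525) after 30 min, before the luciferase read.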
# pAkt inh = inhibitors of Akt phosphorylation | Neuro2A IGF-stimulated pAkt S473 HTRF, 20 min; active compounds read low | activity change, % for hits at 50 µM | actives 0.32% (n = 360,000); in the data active = activity change below about -80%; inconclusive = mostly about -51% to -80%; note: % is set by controls: 0 for no effect and ±100 for the full control effect
#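 Neuro2A cells in DMEM with 0.5% FBS, overnight at 37 deg C, given compound at single 50 µM final, then IGF (6 nM final) for 20 min at 37 deg C. Lysed; phospho-Akt Ser473 by HTRF after 24 h, 665/615 ratio.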
# CCT modulator = changes cytosolic chaperonin activity. purified chaperonin ATPase assay, HTRF ADP detection, 30 min. activity change, % (test concentration not listed), hits read low. actives 0.3% (n = 360,000). AID 651819; in the data active = activity change below about -30%; note: % is set by controls: 0 for no effect and ±100 for the full control effect
#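 Nucleotide hydrolysis assay: TRiC at 20–40 nM final (set by batch activity) with 10 uM ATP, 30 min at 37 °C, in presence of 76 uM compound. Detection by competitive ADP HTRF, 30 min ambient.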
# HepG2 tox = HepG2 cytotoxicity, counter-screen for TGF-b inhibitors; HepG2 CAGA-GFP viability, ATP luminescence, 18 h; Potency, µM (highest dose often 46.1 µM), for the others: at the top dose activity change, negative = cytotoxicity, usual class: cytotoxic; actives 0.76% (n = 410,000); AID 588856; note: potency is the fitted concentration of half-maximal effect; some results filed as inactive show a strong effect at the top dose
#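 HepG2 CAGA-GFP cells (1000/well, DMEM with 1% FBS) received compound, then TGF-beta at 500 pg/mL final, and were incubated 18 hours at 37 degrees C. Viability was read by CellTiter-Glo luminescence. Media-only wells were set as complete cell-killing and DMSO as no toxicity.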
# Mm-Cpn inhibitor = inhibitors of Methanococcus maripaludis chaperonin (MmCpn). actives 0.031% (n = 330,000). Potency, µM (titrated, usually from 76.9 µM), without a hit: at the top dose activity, negative = inhibition, actives largely listed as inhibitors. purified Mm-Cpn ATPase, ADP Transcreener TR-FRET. AID 504842; note: potency is the fitted concentration of half-maximal effect; % is set by controls: 0 for no effect and ±100 for the full control effect; nearly all actives have a fitted effect of over 80% in size
#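 Compound-treated chaperonin, 25 nM final, turns over 10 uM ATP at 37°C for 30 min following a 10 min preincubation; ADP generated competes with ADP-d2 for Eu-cryptate antibody, lowering FRET.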
# TGFb inhibitor = blocks TGF-b signaling; Potency, µM (series often up to 46.1 µM), inactives show top-dose activity, negative = inhibition, hits mostly inhibitors; HepG2 CAGA-GFP TGF-b/SMAD3 reporter, GFP fluorescence, 18 h; TGF-beta stimulated, 500 pg/mL final; AID 588855; actives 1.2% (n = 410,000); note: potency is the fitted concentration of half-maximal effect; % is set by controls: 0 for no effect and ±100 for the full control effect; nearly all actives have a fitted effect of over 65% in size
#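 Per well, imaged GFP fluorescence of HEPG2 CAGA-GFP cells gives the signal; cells get compound, then TGF-beta (500 pg/mL final), 18 h at 37 degrees C; %Activity versus -TGF-beta and +DMSO controls.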
# Nrf2 block = Nrf2 pathway inhibition; A549 ARE-Fluc reporter, luciferase luminescence, 18-24 h; Potency, µM (titrated, usually from 46 µM), inactives show at the top dose activity change, negative = inhibition, hits mostly inhibitors; actives 2.1% (n = 360,000); note: potency is the fitted concentration of half-maximal effect; % is set by controls: 0 for no effect and ±100 for the full control effect; nearly all actives have a fitted effect of over 60% in size
#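 A549 ARE_Fluc cells (5000/well, 5% FBS OPTI-MEM) pre-incubated 2 h, then treated with compounds 18-24 h at 37C/5% CO2 in concentration-response. CellTiter-Fluor viability read first; BugLite luciferase luminescence after 15 min at room temperature gives Nrf2 activity.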
# Nrf2 ARE act = activators of Nrf2 (ARE) signaling | AREc32 ARE-luciferase reporter (MCF7-derived line), luminescence, 24 h | Potency, µM (highest dose often 46.1 µM), for inactives: at the top dose activation, actives largely listed as activators | actives 0.31% (n = 410,000) | AID 624171; note: potency is the fitted concentration of half-maximal effect; % of control where 0% means no effect; nearly all actives have a fitted effect of over 65% in size
#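 Nrf2 activation is followed as ARE-luciferase induction in the AREc32 line after one day of compound treatment; luminescence is read with Steady-Glo.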
# Abeta rescue = compounds reversing amyloid beta toxicity in yeast; yeast expressing A-beta42, growth rescue, OD600, 48 h; response scale: 0% DMSO, 100% iron-clioquinol control; Potency, µM (series often up to 46.1 µM), for the others: top-dose growth rescue, usual class: activators; actives 0.063% (n = 410,000); AID 1347071; note: potency is the fitted concentration of half-maximal effect; nearly all actives have a fitted effect of over 55% in size
#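 Growth rescue measured by 600 nm absorbance after 48 h yeast culture at 30 C with compound. Values normalized between DMSO and an equimolar ferric chloride plus clioquinol control.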
# Numbers without * were called inactive; i = inactive; ? = inconclusive; · = no result given; [ ] = remark or other dose. Unless noted, calls come from the whole dose curve; as a rule, active = well fitted curve in the direction sought with a large enough effect; inconclusive = small, poorly fitted or top-dose-only effect, or another doubt; inactive = no such curve, though single readings can be large; an effect the other way counts as inactive or inconclusive.
SMILES,A549 viability,pAkt inh,CCT modulator,HepG2 tox,Mm-Cpn inhibitor,TGFb inhibitor,Nrf2 block,Nrf2 ARE act,Abeta rescue
CN(C)S(=O)(=O)c1cccc(-c2nnc(SCCNCCO)n2-c2ccc(F)cc2)c1,10%,i,0.5,-5%,0%,2%,15%,2.7%,-8%
CC(C)(C)Nc1cccccc1=O,-9%,i,-1.6,2%,-2%,-29%,1%,-0.9%,-6%
O=C(Nc1nnc([C@@H]2C[C@H](O)[C@@H](CO)O2)s1)c1cccc(Cl)c1,·,i,0.6,-17%,·,-18%,·,?,-15%
COc1cc(/C=N/NC(=O)c2cc(-c3cccs3)nc3ccccc23)ccc1O,-5%,i,-0.9,-26%,-1%,?,6%,4.0%,-1%
Cc1ccc2nc(-c3ccc(NC(=O)CSCC(=O)O)cc3)sc2c1,-1%,i,0.0,3%,-4%,1%,?,-0.3%,0%
CCOc1ccccc1NC(=O)NCc1ccccn1,0%,i,1.2,-4%,2%,-9%,4%,-2.1%,8%
COc1ccc(S(=O)(=O)N2CCC(O)(c3ccc(Cl)cc3)CC2)cc1OC,-5%,i,0.1,-15%,-4%,?,-2%,-0.1%,1%
CC(=O)Nc1cc(-c2ccc(C(=O)N3CCOCC3)cc2)cn2c(-c3ccc(S(C)(=O)=O)cc3)cnc12,·,i,1.7,-28%,·,1%,·,-0.4%,0%
O=C(CN1CCCCCCC1)NC(=O)NC1CCCCC1,4%,i,3.6,-17%,1%,-9%,26%,0.1%,-3%
Cc1cccc(N2CC(C(=O)O)CC2=O)c1 (stereo not given),-4%,i,1.5,-13%,-3%,-4%,-15%,-0.1%,4%
CC(c1ccccc1)C1C(C#N)=C(N)SC(N)=C1C#N (stereo not given),-3%,i,-1.4,-16%,0%,2%,·,14%,-16%
CN(Cc1ccccc1)c1ccc(-c2nc(-c3ccccc3)no2)cc1[N+](=O)[O-],13%,·,·,-3%,·,-9%,-6%,5.8%,-25%
COC(=O)NC(NC(=S)Nc1ccccc1OC)C(Cl)(Cl)Cl (stereo not given),-1%,i,-0.8,11%,1%,12%,9%,2.3%,-13%
CC1(c2nnc(Cc3ccccc3)o2)CC(c2ccccc2F)=NO1 (stereo not given),-1%,i,-2.0,1%,-1%,-17%,-9%,-1.0%,-7%
CCOc1ccc(NS(=O)(=O)c2csc(C(N)=O)c2)cc1,-2%,i,-3.9,-23%,0%,-25%,-18%,-0.6%,-21%
CCOc1ccc(N=C2SC(C(=O)O)CC(=O)N2C)cc1 (stereo not given),·,i,-3.3,3%,0%,-8%,-9%,-0.3%,7%
Cc1ccc(C(=O)C2CCN(CC(=O)NC3CCCC3)CC2)cc1,2%,i,-0.9,10%,2%,-3%,-9%,-0.1%,2%
Cc1nn(C(=O)c2ccco2)c(C)c1Sc1ccccc1,-7%,i,-3.5,4%,0%,7%,1%,-0.2%,1%
O=C(Cc1ccccc1)NCC(=O)OCc1cccc([N+](=O)[O-])c1,7%,i,-1.5,1%,1%,-7%,-6%,-0.1%,7%
COc1ccc(-n2ccc(=O)c(C(=O)O)n2)c(OC)c1,-3%,i,-1.8,0%,-3%,3%,-1%,-0.1%,-1%
COc1ccc2oc(C(=O)OCC(=O)N(Cc3ccccc3)C(C)(C)C)c(C)c2c1,6%,i,-2.8,-4%,-4%,0%,?,-0.3%,6%
CC(=O)Nc1ccc(S(=O)(=O)NCC2CCC(C(=O)NCCC(C)C)CC2)cc1 (stereo not given),-12%,i,-2.4,-3%,2%,9%,-9%,0.2%,3%
COC1=Cc2c(ccc3ccc(=O)oc23)OC1(C)C,-3%,·,-0.3,-35%,2%,0%,?,0.8%,5%
O=C(NCC(=O)N1CCN(c2ccccc2F)CC1)c1ccc(Br)o1,10%,i,-1.6,-10%,2%,9%,8%,0.1%,-6%
C=CCS/C(=N\n1cnc2ccccc2c1=O)N1CCCCC1,-2%,i,-1.9,-1%,2%,?,?,5.6%,1%
CN(CC(=O)Nc1ccccc1Cl)C(=O)c1cccc(S(=O)(=O)N2CCN(c3ccc(F)cc3)CC2)c1,-15%,i,0.5,-24%,-1%,?,5.2µM*,0.0%,8%
Nc1c(Cl)cc(Cl)cc1C(=O)OCC(=O)NC1CC1,-2%,i,-1.1,-36%,-2%,-21%,3%,0.9%,-12%
CCOC(=O)C(CC)(CCC(=O)O)c1csc(N)n1 (stereo not given),-11%,i,-3.4,-3%,14%,0%,8%,-0.2%,-6%
O=C(C1CCC(CNS(=O)(=O)c2cccc3cccnc23)CC1)N1CCCC1 (stereo not given),-11%,i,-1.0,-6%,2%,6%,-11%,-0.8%,2%
O=C(c1cc2ccccc2oc1=O)N(Cc1cccc(Br)c1)C1CCS(=O)(=O)C1 (stereo not given),1%,i,1.0,12%,0%,16%,-9%,3.1%,-5%
COc1ccccc1OCC(=O)NC1CCCCCCC1,-7%,i,0.1,-10%,2%,?,?,3.9%,-3%
Cc1ccc([C@H]2C[C@H](O)[C@@H](n3cc(C4CC4)nn3)CN2C(=O)c2cccs2)cc1,·,i,2.7,-22%,·,10%,·,0.6%,-2%
O=C(NCCc1ccccc1)c1ccccc1NC(=O)C1CCCO1 (stereo not given),3%,i,1.8,4%,-2%,-4%,?,-0.4%,-20%
O=C(CCN1CCN(c2ccccc2)CC1)Nc1ccc(Cl)cc1,-9%,i,-4.2,-31%,2%,-12%,6%,-0.6%,10%
O=C1CSc2ccc(C(=O)N3CCCCC3)cc2N1,·,i,-0.7,-13%,·,-19%,·,0.0%,-5%
COC(=O)[C@]1(Cc2ccccc2)N[C@H](CN(C)C(=O)Nc2ccc(OC)cc2)[C@@H]2C(=O)N(Cc3ccccc3)C(=O)[C@@H]21,-14%,i,-2.6,-33%,0%,?,15%,4.3%,-14%
OC(COCCOc1ccc(Br)cc1)CN1CCCCC1 (stereo not given),3%,i,-2.3,-7%,0%,4%,1%,0.3%,16%
O=[N+]([O-])c1ccc(-c2cn3ccccc3n2)cc1,12%,i,0.2,-31%,·,-7%,-15%,5.4%,-13%
Cc1nn(CC(=O)N(C)C2CCC(C)CC2)c(C)c1S(=O)(=O)N(C)C (stereo not given),-7%,i,-0.7,-1%,0%,-14%,-14%,-0.4%,-2%
Cc1ccc2c(c1)C(O)(CC(=O)/C=C/C=C/c1ccccc1)C(=O)N2 (stereo not given),0%,i,-0.4,-33%,-1%[15.4 µM],11%,-10%,?,-9%
O=C(COc1cccnc1[N+](=O)[O-])NCCc1ccc(F)cc1,1%,i,0.5,-1%,0%,0%,-13%,-0.7%,4%
CC(C)CC(COCc1ccc(C(F)(F)F)cc1)N1CCN(C(=O)c2ccc(C(F)(F)F)cc2)CCC1=O (stereo not given),?,i,-0.2,-52%,-2%,?,23µM*,-3.3%,28%

# A draw from above in order of molar mass, ascending.
SMILES,A549 viability,pAkt inh,CCT modulator,HepG2 tox,Mm-Cpn inhibitor,TGFb inhibitor,Nrf2 block,Nrf2 ARE act,Abeta rescue
O=[N+]([O-])c1ccc(-c2cn3ccccc3n2)cc1,12%,i,0.2,-31%,·,-7%,-15%,5.4%,-13%
O=C1CSc2ccc(C(=O)N3CCCCC3)cc2N1,·,i,-0.7,-13%,·,-19%,·,0.0%,-5%
COc1ccccc1OCC(=O)NC1CCCCCCC1,-7%,i,0.1,-10%,2%,?,?,3.9%,-3%
O=C(COc1cccnc1[N+](=O)[O-])NCCc1ccc(F)cc1,1%,i,0.5,-1%,0%,0%,-13%,-0.7%,4%
Cc1ccc2c(c1)C(O)(CC(=O)/C=C/C=C/c1ccccc1)C(=O)N2 (stereo not given),0%,i,-0.4,-33%,-1%[15.4 µM],11%,-10%,?,-9%
O=C(NCCc1ccccc1)c1ccccc1NC(=O)C1CCCO1 (stereo not given),3%,i,1.8,4%,-2%,-4%,?,-0.4%,-20%
OC(COCCOc1ccc(Br)cc1)CN1CCCCC1 (stereo not given),3%,i,-2.3,-7%,0%,4%,1%,0.3%,16%
Cc1ccc([C@H]2C[C@H](O)[C@@H](n3cc(C4CC4)nn3)CN2C(=O)c2cccs2)cc1,·,i,2.7,-22%,·,10%,·,0.6%,-2%
O=C(c1cc2ccccc2oc1=O)N(Cc1cccc(Br)c1)C1CCS(=O)(=O)C1 (stereo not given),1%,i,1.0,12%,0%,16%,-9%,3.1%,-5%
COC(=O)[C@]1(Cc2ccccc2)N[C@H](CN(C)C(=O)Nc2ccc(OC)cc2)[C@@H]2C(=O)N(Cc3ccccc3)C(=O)[C@@H]21,-14%,i,-2.6,-33%,0%,?,15%,4.3%,-14%

# Screening data (PubChem BioAssay)
